PhoP GFP inhibition – PhoP regulon inhibitors, Salmonella typhi PhoP promoter GFP reporter, confirmatory (AID 1850) | Salmonella Typhi PhoP-promoter GFP reporter, fluorescence, 4 h; higher % means a stronger effect | inhibition, % at 50 µM; hits with a dose series show IC50 in µM | 310,000 tested, 0.33% active; in the data active = a potency from the dose series; inconclusive = inhibition mostly from about 25% at the one dose, without a potency; inactive = the rest, 99 in 100 with inhibition below about 19%;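 note: 0% = induced wells with vehicle and 100% = uninduced wells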
M. tuberculosis HTS – M. tuberculosis growth inhibition, HTS (AID 449762) | inhibition, % at 25 µM; hits with a dose series show IC50 in µM | M. tuberculosis H37Rv growth inhibition, 7H9 media; higher % means a stronger effect | 330,000 tested, 0.59% active; in the data active = a potency from the dose series; inconclusive = inhibition above about 70% without an active follow-up result;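 note: bacterial growth assessed after seven days of incubation; strong numbers were not always called active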
M. tuberculosis – growth inhibition of non-replicating M. tuberculosis (AID 488890); Mycobacterium tuberculosis non-replicating, growth inhibition; higher % means a stronger effect; inhibition, % at 25 µM; hits with a dose series show IC50 in µM; 320,000 tested, 0.39% active; in the data active = a potency from the dose series; inconclusive = inhibition mostly from about 82% at the one dose, without a potency; inactive = the rest, 99 in 100 with inhibition below about 76%;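 note: plate controls were DMSO cells for no effect and high antibiotic wells for full effect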
H1N1 NS1A inhibition – H1N1 influenza NS1A inhibitors, functional cell based assay (AID 504329); NS1A functional cell-based assay, percent inhibition; higher % means a stronger effect; one-dose inhibition, % at 12.5 µM; IC50 in µM for titrated hits; 340,000 tested, 0.3% active; in the data active = a potency from the dose series; inconclusive = inhibition above about 27% without an active follow-up result; note: strong numbers were not always called active
inhibitors of VEEV – inhibitors of VEEV TC-83 cytopathic effect, confirmation, Vero cells (AID 588727) | inhibition, % at 20 µM, or IC50 in µM where a hit was titrated | Vero cells, VEEV TC-83 cytopathic effect inhibition; higher % means a stronger effect | 350,000 tested, 0.13% active; in the data active = a potency from the dose series; inconclusive = inhibition mostly from about 14% at the one dose, without a potency; inactive = the rest, 99 in 100 with inhibition below about 12%; note: strong numbers were not always called active
inhibitors of VEEV 10K pilot screen – also measured in inhibitors of VEEV; calls as there; inhibition, %; measured here: 10K pilot screen inhibition
Starred values were filed as active, the others as inactive; i = inactive; ? = inconclusive; nt = not tested or not shown.

SMILES	PhoP GFP inhibition	M. tuberculosis HTS	M. tuberculosis	H1N1 NS1A inhibition	inhibitors of VEEV	others
NC(=O)Cn1c(=O)n(CCC(=O)NCCSCc2ccccc2)c(=O)c2ccccc21	16%	-1%	-10%	-8%	7.0%
O=C(O)C1CCCCN1C(=O)c1ccc(S(=O)(=O)N2CCCCCC2)cc1 (configuration not stated)	nt	5%	3%	2%	1.6%
Cn1c(=O)c(-c2cc(=O)[nH][nH]2)c(O)c2ccccc21	0%	-2%	-9%	nt	2.2%
NNC(=O)c1nc[nH]c1C(=O)Nc1ccccn1	7%	7%	-6%	7%	1.8%
Cc1ccc(NC(=O)C2=CC(c3ccc(C)cc3)=NS(=O)(=O)N2C)cc1	3%	5%	-6%	5%	i
S=c1[nH]nc(-c2cc(-c3ccccc3)n[nH]2)n1/N=C/c1c2ccccc2cc2ccccc12	-13%	15%	12%	7%	i
O=C(CN1C(=O)COc2ccccc21)N(Cc1ccc2c(c1)OCO2)CC1CCCO1 (configuration not stated)	1%	-4%	8%	5%	1.1%
CSc1nc(NCCN(C)C)c2sc3nc(-c4ccco4)c4c(c3c2n1)CCC4	nt	nt	nt	-3%	i
O=C1CC(C(=O)O)S/C(=N\NC(=O)c2ccccc2)N1 (configuration not stated)	-8%	-2%	-21%	-4%	3.6%
O=C(CCS(=O)(=O)c1ccc(F)cc1)Nc1ccc(N2CCN(Cc3ccccc3)CC2)cc1	nt	-10%	19%	-5%	2.6%
FC(F)(F)c1cc(-c2ccccc2)nc2nc(N3CCOCC3)sc12	-3%	1%	-12%	-9%	i
COc1cc(C(=O)OCC(=O)Nc2ccc(S(=O)(=O)NC3=NCCCCC3)cc2)cc(OC)c1OC	nt	-12%	15%	2%	0.0%
COc1ccc(/C=N/NC(=O)Cn2cnc3ccccc3c2=O)cc1OC	-6%	-11%	-7%	-6%	i
COc1ccc(-c2ncc3ccccn23)cc1OC	11%	6%	-5%	-3%	8.4%
O=S(=O)(c1cccs1)N1CCC(CO)(Cc2cccc(F)c2)CC1	5%	4%	47%	6%	?
O=C(Nc1nc(-c2cccc([N+](=O)[O-])c2)cs1)c1cccc([N+](=O)[O-])c1C(=O)O	5%	8%	-8%	-1%	0.6%
CN(C)CCCOC(=O)COc1ccc(Br)cc1	-6%	-3%	-2%	-18%	0.5%
CCC(=O)Nc1ccc(/C(C)=N\NC(=O)c2ccc(C)s2)cc1	0%	1%	?	3%	1.2%
CCN1CCCc2cc(CN(CCN3CCOCC3)C(=S)Nc3cccc(Cl)c3)ccc21	8%	3%	21%	26%	3.1%
CC1CCN(S(=O)(=O)CCNC(=O)c2ccccc2)CC1	6%	-11%	-11%	-13%	1.3%
COCCCNCC(=O)Nc1ccc(OC(F)(F)F)cc1	-6%	-14%	8%	-2%	i
COC(=O)c1ccc2[nH]c(C)c(CN3CCCC3)c(=O)c2c1	nt	nt	nt	3%	i
COc1ccccc1N1CCN(C(=S)Nc2ccc(F)cc2)CC1	-2%	6%	4%	0%	1.6%
O=C(C1CC=CCC1)N1CCN(C(=O)C2CC=CCC2)CC1 (configuration not stated)	3%	-9%	-9%	2%	i
Fc1ccc(-c2cnn3c(-c4ccncc4)ccnc23)cc1	4%	8%	62%	-21%	1.0%

Gathered by group: those above containing a halogen (8)
SMILES	PhoP GFP inhibition	M. tuberculosis HTS	M. tuberculosis	H1N1 NS1A inhibition	inhibitors of VEEV	others
O=C(CCS(=O)(=O)c1ccc(F)cc1)Nc1ccc(N2CCN(Cc3ccccc3)CC2)cc1	nt	-10%	19%	-5%	2.6%
FC(F)(F)c1cc(-c2ccccc2)nc2nc(N3CCOCC3)sc12	-3%	1%	-12%	-9%	i
O=S(=O)(c1cccs1)N1CCC(CO)(Cc2cccc(F)c2)CC1	5%	4%	47%	6%	?
CN(C)CCCOC(=O)COc1ccc(Br)cc1	-6%	-3%	-2%	-18%	0.5%
CCN1CCCc2cc(CN(CCN3CCOCC3)C(=S)Nc3cccc(Cl)c3)ccc21	8%	3%	21%	26%	3.1%
COCCCNCC(=O)Nc1ccc(OC(F)(F)F)cc1	-6%	-14%	8%	-2%	i
COc1ccccc1N1CCN(C(=S)Nc2ccc(F)cc2)CC1	-2%	6%	4%	0%	1.6%
Fc1ccc(-c2cnn3c(-c4ccncc4)ccnc23)cc1	4%	8%	62%	-21%	1.0%

Back to the main list, starting five compounds before the break.
SMILES	PhoP GFP inhibition	M. tuberculosis HTS	M. tuberculosis	H1N1 NS1A inhibition	inhibitors of VEEV	others
COCCCNCC(=O)Nc1ccc(OC(F)(F)F)cc1	-6%	-14%	8%	-2%	i
COC(=O)c1ccc2[nH]c(C)c(CN3CCCC3)c(=O)c2c1	nt	nt	nt	3%	i
COc1ccccc1N1CCN(C(=S)Nc2ccc(F)cc2)CC1	-2%	6%	4%	0%	1.6%
O=C(C1CC=CCC1)N1CCN(C(=O)C2CC=CCC2)CC1 (configuration not stated)	3%	-9%	-9%	2%	i
Fc1ccc(-c2cnn3c(-c4ccncc4)ccnc23)cc1	4%	8%	62%	-21%	1.0%
Cc1ccc(NC(=S)N2CCC(NC(=O)c3ccccc3)CC2)cc1	5%	-1%	8%	7%	i
CCc1ccc(CNCc2cccs2)cc1	-4%	1%	33%	-7%	0.8%
COc1ccccc1N1CCN(Cc2ccc(Cl)cc2Cl)CC1	-1%	4%	2%	10%	0.3%
Cc1ccc2c(c1)N(CC(=O)N1CCCC1)C(=O)CO2	1%	5%	2%	-2%	i
COc1ccccc1OCCCn1cc(C=O)c2ccccc21	1%	27%	3%	3%	0.6%
CC(=O)c1c(C)nn(CCC(=O)O)c1C	-12%	0%	-10%	-36%	1.6%
Cc1cc(F)ccc1S(=O)(=O)Nc1ccc(C(=O)N2CCCCCC2)cc1	nt	-2%	5%	-1%	3.5%
O=S(=O)(NCc1ccc(Cl)cc1)NCc1ccccc1F	-5%	4%	-4%	6%	i
CCc1ccccc1-n1c(SCC(=O)NC)nnc1-c1cccnc1	10%	2%	12%	-6%	1.0%
Cc1cc(-c2nnc(CCC(=O)NC(Cc3ccccc3)c3ccccc3)o2)no1 (configuration not stated)	-3%	3%	1%	-1%	2.2%
CCCCNC(=O)CSc1nc(Cc2ccccc2)nc2ccccc12	-4%	3%	12%	-6%	0.6%
Cc1cc(C(=O)NCC(C)(C)N2CCOCC2)c(C)o1	14%	-3%	-16%	-3%	0.3%
CC(=O)Nc1ccc(-c2nnc(SCC(=O)n3c4c(c5ccccc53)CCCC4)n2C)cc1	nt	nt	nt	-5%	i
CC(=O)N1CC(C)Oc2ccc(S(=O)(=O)NC(CC(=O)O)c3ccccc3)cc21 (configuration not stated)	6%	-1%	-6%	2%	2.3%
O=C(NCC1CCCO1)c1ccc(Cl)c(S(=O)(=O)N2CCOCC2)c1 (configuration not stated)	-12%	0%	-9%	5%	1.7%
CC(C)c1nnc(NC(=O)CCC(=O)N2CCN(c3ccccn3)CC2)s1	-4%	4%	10%	-3%	2.5%
CCc1ccc(C(=O)Nc2cccnc2Oc2ccc(Cl)cc2)cc1	12%	6%	45%	11%	11%
O=C(COc1ccc(Cl)cc1)OCc1csc(Nc2ccccc2)n1	-2%	5%	?	8%	1.0%
COc1ccc(C(=O)NN2CCOCC2)cc1[N+](=O)[O-]	-7%	-2%	4%	11%	0.6%
CN(C)CCCNC(=O)c1ccc(-c2ccccc2)cc1	13%	-5%	-5%	-7%	0.5%
COc1ccc(/C=C/C(=O)N(C)Cc2cccs2)cc1S(=O)(=O)N1CCOCC1	-6%	4%	17%	2%	3.2%
CCOc1ccccc1NC(=O)CCC(=O)Nc1nnc(C2CCCCC2)s1	-12%	-17%	26%	2%	i
Cc1cc(=O)n(Cc2ccccc2)c2c(C)cccc12	-1%	-7%	-6%	-30%	i
COc1ccc(C2CC(c3cccs3)n3nc(N)nc3N2)cc1 (configuration not stated)	18%	10%	79%	8%	6.1%
O=C1NC(=O)N(C2CCCCC2)CC1Br (configuration not stated)	nt	nt	nt	-2%	i

(list continues)
SMILES	PhoP GFP inhibition	M. tuberculosis HTS	M. tuberculosis	H1N1 NS1A inhibition	inhibitors of VEEV	others
COc1ccc(CN2[C@@H](CC(=O)O)c3ccc(C(F)(F)F)cc3S2(=O)=O)cc1	17%	0%	10%	nt	nt
CC1CCCCC12NC(=O)N(CC(=O)NC(=O)NCc1ccco1)C2=O (configuration not stated)	3%	6%	0%	-2%	0.9%
CCCCN(C(=O)CCC(=O)Nc1cc(C)on1)C(C(=O)NC1CCCC1)c1cccc(OC)c1 (configuration not stated)	-14%	5%	-5%	2%	0.9%
NC(=O)Nc1ccccc1C(=O)N1CCC(O)(c2ccc(Cl)cc2)CC1	-6%	1%	-7%	4%	0.7%	inhibitors of VEEV 10K pilot screen=1.7
O=C(CC1C(=O)NCCN1C(=O)Nc1ccc(F)cc1)Nc1ccc(F)cc1 (configuration not stated)	-21%	-6%	10%	-17%	0.4%
CC(=O)N1CCC(N(C(=O)Nc2ccc(Cl)cc2)C(C)C)CC1	10%	0%	-2%	-7%	1.2%
O=S(=O)(NCCNc1ncc(C(F)(F)F)cc1Cl)C(F)(F)F	-8%	7%	?	-8%	3.4%
Cc1[nH]c2ccccc2c1C(=O)COc1ccccc1	-1%	4%	36%	-14%	1.2%
CCC(=O)N1CCc2cc(S(=O)(=O)NCCC(=O)N3CCN(c4ccccc4)CC3)ccc21	-3%	7%	0%	3%	0.5%
CCN(C(=O)COC(=O)CN(C)S(=O)(=O)c1ccc(NC(C)=O)cc1)C1CCS(=O)(=O)C1 (configuration not stated)	-3%	-13%	-17%	-3%	1.6%
CC(C)(C)OC(=O)NCCCC[C@H](NC(=O)c1nc[nH]c1C(=O)NC(c1ccccc1)c1ccccc1)C(=O)OC(C)(C)C	10%	-3%	4%	11%	3.3%	inhibitors of VEEV 10K pilot screen=2.9
CN1CCC(N(C)S(=O)(=O)c2ccc(NC(=O)COc3ccc([N+](=O)[O-])cc3)cc2)CC1	6%	-6%	9%	-5%	1.7%
CCN(CC)S(=O)(=O)c1ccc(-c2nnc(SCC(N)=O)n2CC)cc1	-1%	1%	-6%	0%	1.3%
O=C(COC(=O)c1nn(CCO)c(=O)c2ccccc12)Nc1ccc(Cl)c(Cl)c1	nt	-7%	5%	-12%	5.6%
O=C(Nc1cc(C(F)(F)F)ccc1N1CCOCC1)c1cn2ccccc2n1	-2%	5%	-1%	2%	2.7%
Cc1ccc(Cn2c(C(=O)O)cc3sccc32)cc1	-17%	-8%	41%	2%	0.3%
O=C(Nc1ccc(F)c(Cl)c1)Nc1ccc(Cl)cn1	-9%	0%	0%	8%	0.4%
CC(=O)Nc1sc(N/N=C/c2ccccc2F)nc1-c1ccc(C)cc1	3%	2%	71%	-15%	5.2%
CSc1ncccc1C(=O)Nc1nc2ccc(Oc3ccccc3)cc2s1	-5%	37%	53%	6%	4.0%
Cc1cnc(NC(=O)CN(C)S(=O)(=O)c2ccc(Cl)cc2)s1	0%	-6%	-4%	-12%	1.7%
O=C(Nc1nc2ccccc2[nH]1)c1cccc(Br)c1	11%	56%	?	4%	2.3%
COc1ccc2c(=O)cc(C(F)(F)C(F)(F)F)oc2c1	-7%	4%	-4%	-5%	0.0%
Cc1cccc(NCc2ccccc2O)c1	0%	-5%	6%	-5%	2.6%
COc1cc2c(cc1OC)CN(Cc1nc3ccsc3c(=O)[nH]1)CC2	6%	4%	1%	3%	4.0%
O=C(C[C@@H]1C/C=C\C[C@@H](Cc2ccc(F)cc2)C(=O)OC[C@@H]2CCCN2C1=O)N[C@H](CO)Cc1ccccc1	nt	-1%	60%	9%	0.3%
CS(=O)(=O)N(CC(=O)N1CCCCCC1)c1ccccc1	-8%	-15%	1%	25%	0.5%
CN(C)CCCNC(=O)c1cc2sc3ccccc3c2s1	1%	0%	38%	-8%	0.9%
O=C(NNC(=O)c1ccc(S(=O)(=O)N2CCCC2)cc1)c1ccc(Br)cc1	nt	nt	nt	-8%	2.5%
CCN1CCN(C(=O)N[C@@H](C(=O)N[C@@H]2C(=O)N3[C@@H]2SC(C)(C)[C@@H]3C(=O)O)c2ccccc2)C(=O)C1=O	-7%	-3%	-18%	nt	nt
O=C1CSC(c2ccccc2)N1c1nc(-c2ccc(Cl)cc2Cl)cs1 (configuration not stated)	-8%	2%	4%	2%	2.1%

3 compounds already listed, arranged by formula weight, low to high:
SMILES	PhoP GFP inhibition	M. tuberculosis HTS	M. tuberculosis	H1N1 NS1A inhibition	inhibitors of VEEV	others
Cc1[nH]c2ccccc2c1C(=O)COc1ccccc1	-1%	4%	36%	-14%	1.2%
O=C(Nc1ccc(F)c(Cl)c1)Nc1ccc(Cl)cn1	-9%	0%	0%	8%	0.4%
Cc1cnc(NC(=O)CN(C)S(=O)(=O)c2ccc(Cl)cc2)s1	0%	-6%	-4%	-12%	1.7%

Screens from PubChem.
